Screens from PubChem BioAssay.
APE1 inh = qHTS Assay for Inhibitors of the Human Apurinic/apyrimidinic Endonuclease 1 (APE1); Potency, µM (doses to about 65.8 µM), without a hit: at the top dose activity change, negative = inhibition, hits mostly inhibitors; AID 2517, 2012; hit rate 0.35% among 350,000; DNA repair nuclease/redox regulator APEX1 (Homo sapiens), P27695; recombinant APE1, TAMRA/BHQ-2 abasic DNA cleavage fluorescence;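 also: plate controls were vehicle for no effect and reference inhibitor for full effect; nearly all actives have a fitted effect of over 55% in size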
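Enzyme (0.75 nM final) and test compound are incubated 15 min at room temperature before adding 50 nM quenched THF abasic-site duplex. Cleavage dequenches TAMRA, followed at 525/598 nm over three reads one minute apart.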
JMJD2A Tudor inh = qHTS Assay for Inhibitors of JMJD2A-Tudor Domain. Lysine-specific demethylase 4A (Homo sapiens), O75164. AlphaScreen JMJD2A-Tudor / H3K4me3 peptide binding. Potency, µM (series often up to 114 µM), for inactives: at the highest dose activity change, negative = inhibition, most hits filed as inhibitors. hit rate 4.4% among 390,000. AID 504339, 2011; also: % is scaled to controls: 0 for no effect and ±100 for the full control effect; nearly all actives have a fitted effect of over 50% in size
BLM helicase inh = qHTS Assay for Inhibitors of Bloom's syndrome helicase (BLM); hit rate 0.2% among 350,000; recombinant BLM DNA unwinding, fluorescence dequenching; Potency, µM (top dose mostly 56.1 µM), for the others: at the top dose activity change, negative = inhibition, usual class: inhibitors;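 also: plate controls were vehicle for no effect and no enzyme for full effect; nearly all actives have a fitted effect of over 35% in size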
Pol beta inh = qHTS Assay for Inhibitors of DNA Polymerase Beta | P06746 | Pol beta primer extension/strand displacement, fluorescence kinetic | Potency, µM (top dose mostly 114 µM), for inactives: at the highest dose activity change, negative = inhibition, most hits filed as inhibitors | hit rate 1.3% among 340,000; also: % is scaled to controls: 0 for no effect and ±100 for the full control effect
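Preincubation: enzyme (10 nM) with compound, 15 min, RT. Reaction: substrate added to 50 nM final. Reads: 0 and 10 min. Analysis: normalized, Hill fit.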
POLK inh = qHTS for Inhibitors of Polymerase Kappa; DNA polymerase kappa (Homo sapiens), Q9UBT6; Potency, µM (top dose mostly 107 µM), without a hit: top-dose activity, negative = inhibition, usual class: inhibitors; AID 588579, 2011; purified Pol kappa, fluorescent DNA synthesis assay, 10 min; hit rate 0.53% among 400,000; also: % is scaled to controls: 0 for no effect and ±100 for the full control effect
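Enzyme at 10 nM met test compounds for 15 min at room temperature. Substrate addition (50 nM final) began the reaction, which was monitored by fluorescence at 0 and 10 min.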
G9a inh = qHTS Assay for Inhibitors of Histone Lysine Methyltransferase G9a; Potency, µM (highest dose often 102 µM), inactives show at the highest dose activity, negative = inhibition, most hits filed as inhibitors; G9a H3K9 monomethylation, AlphaScreen, 2 h; hit rate 8.8% among 350,000; also: % is scaled to controls: 0 for no effect and ±100 for the full control effect; nearly all actives have a fitted effect of over 75% in size
Target sequence (Q96KQ7 913-1193 limits assumed): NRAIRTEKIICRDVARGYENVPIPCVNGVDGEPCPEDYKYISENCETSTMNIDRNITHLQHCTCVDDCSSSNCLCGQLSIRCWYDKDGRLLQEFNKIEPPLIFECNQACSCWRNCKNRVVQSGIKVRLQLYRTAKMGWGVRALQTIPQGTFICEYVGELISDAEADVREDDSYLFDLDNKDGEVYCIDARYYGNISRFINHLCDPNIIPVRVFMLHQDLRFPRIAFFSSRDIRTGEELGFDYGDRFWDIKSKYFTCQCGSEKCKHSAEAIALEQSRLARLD
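Quantitative HTS format: methyltransferase activity on a biotin-tagged H3K9 peptide is measured by AlphaScreen, using a rabbit anti-monomethyl-H3K9 antibody with streptavidin donor and anti-IgG acceptor beads. Final levels are 20 nM enzyme, 500 nM peptide, 20 uM SAM; 2 h RT.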
BAZ2B inh = qHTS Assay for Inhibitors of BAZ2B; AlphaScreen BAZ2B-H3K14Ac peptide displacement; Potency, µM (doses to about 114 µM), without a hit: at the highest dose activity change, negative = inhibition, actives largely listed as inhibitors; hit rate 4.4% among 360,000; also: % is scaled to controls: 0 for no effect and ±100 for the full control effect; nearly all actives have a fitted effect of over 60% in size
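Multi-concentration screen (max 110 uM) measuring displacement of acetylated histone H3 peptide from BAZ2B by AlphaScreen, using 50 nM protein, 50 nM peptide and 10 ug/mL streptavidin donor plus Ni-chelate acceptor beads.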
POLH inh = qHTS for Inhibitors of Polymerase Eta. recombinant Pol eta, fluorescent DNA replication assay. Potency, µM (top dose mostly 114 µM), for inactives: at the top dose activity change, negative = inhibition, usual class: inhibitors. hit rate 1.2% among 390,000. AID 588591, 2011; also: % is scaled to controls: 0 for no effect and ±100 for the full control effect
Target sequence (Q9Y253 whole entry, looked up): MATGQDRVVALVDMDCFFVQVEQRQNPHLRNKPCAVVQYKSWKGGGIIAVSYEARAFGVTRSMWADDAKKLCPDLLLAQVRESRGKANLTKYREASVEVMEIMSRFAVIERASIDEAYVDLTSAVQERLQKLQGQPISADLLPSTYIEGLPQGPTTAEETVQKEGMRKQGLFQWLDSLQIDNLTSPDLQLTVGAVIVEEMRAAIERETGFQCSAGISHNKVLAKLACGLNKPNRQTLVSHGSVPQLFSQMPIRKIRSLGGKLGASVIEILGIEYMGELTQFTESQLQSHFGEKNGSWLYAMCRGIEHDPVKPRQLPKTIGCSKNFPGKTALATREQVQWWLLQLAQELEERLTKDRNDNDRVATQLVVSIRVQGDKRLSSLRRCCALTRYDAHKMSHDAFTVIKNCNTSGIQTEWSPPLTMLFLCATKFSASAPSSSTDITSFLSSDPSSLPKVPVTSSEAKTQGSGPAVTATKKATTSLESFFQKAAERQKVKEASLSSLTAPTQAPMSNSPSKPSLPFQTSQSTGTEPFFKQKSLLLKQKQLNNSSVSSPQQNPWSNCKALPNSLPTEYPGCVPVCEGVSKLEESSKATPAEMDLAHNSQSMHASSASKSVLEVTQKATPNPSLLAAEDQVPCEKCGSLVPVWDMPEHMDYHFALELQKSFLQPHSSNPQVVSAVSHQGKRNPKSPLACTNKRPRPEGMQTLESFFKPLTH
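Fluorescent replication assay: 50 nM final substrate added after a 15 min room-temperature compound preincubation with 10 nM enzyme. Signal taken at 0 min and again at 10 min.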
POLI inh = qHTS for Inhibitors of Polymerase Iota; Pol iota fluorescent replication assay, 10 min; DNA polymerase iota (Homo sapiens), Q9UNA4; hit rate 1% among 390,000; Potency, µM (doses to about 115 µM), for the others: at the top dose activity, negative = inhibition, usual class: inhibitors
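Fluorescent replication assay read twice, at 0 min and 10 min after adding 50 nM (final) substrate. Enzyme (10 nM) and compounds were first incubated 15 min at room temperature; enzyme-free buffer wells were negative controls.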
An asterisk follows results filed as active; ? = inconclusive; · = no result given; & = joins results of further samples; [ ] = another dose, or the depositor's remark. Calls follow the shape of the dose curve; as a rule, active = well fitted curve in the direction sought with a large enough effect; inconclusive = small, poorly fitted or top-dose-only effect, or another doubt; inactive = no such curve, though single readings can be large; an effect the other way counts as inactive or inconclusive. Potency is read from the fitted curve at half-maximal effect. An excerpt (hit frequency here may not be typical).

SMILES | APE1 inh | JMJD2A Tudor inh | BLM helicase inh | Pol beta inh | POLK inh | G9a inh | BAZ2B inh | POLH inh | POLI inh
Cc1ccc(-n2c(SCC(N)=O)nnc2-c2ccc(S(=O)(=O)N3CCCCC3)cc2)c(C)c1 | -2% | ? | -2% | 4% | -19% | 40µM* | -1% | -21% | -2%
O=C(Cc1ccsc1)N1CCN(S(=O)(=O)c2ccccc2F)CC1 | 26% | -2% | · | · | -6% | -13%[59 µM] | 10% | 2% | 19%
Cc1ccc2nc(SCC(=O)Nc3cc(C)on3)nc(=O)n2c1 | 12% | -11% | · | · | 3% | 1% | -6% | -8% | 49%[activator]
Nc1ccc(C(=O)N/N=C\c2ccc(OC(=O)c3ccccc3Cl)cc2)cc1 | 47% | -7% | -10% | -27% | -11% | 20% | -19% | 8% | ?
Cc1cc(CN(C)C(=O)CC2C(=O)NCCN2Cc2ccc(F)c(F)c2)on1 (stereo not given) | -2% | -18% | -6% | -7% | -4% | · | 3% | -1% | 20%
C=CCNC(=S)NNC(=O)CC12CC3CC(CC(C3)C1)C2 | -1% | -4% | -4% | 26% | -2% | 2% | 1% | -19% | 48%[activator]
O=C(NCCOc1ccccc1-c1ccccc1)c1ccco1 | -7% | -11% | 1% | 1% | -2% | 21% | -15% | -25% | 19%
CC(=O)c1cccc(NC(=O)CN2C(=O)NC(C)(C)C2=O)c1 | -10% | -3% | · | · | 0% | · | · | -21% | 15%
CC(C)(C)OC(=O)N1Cc2ccccc2C[C@H]1C(=O)O | 2% | -4%[11.4 µM] | -8% | 7% | -15% | 56µM* | ? | -22% | 14%
COc1cccc(C(=O)Nc2c3c(nn2-c2ccccc2C)CS(=O)C3)c1OC (stereo not given) | 0% | 2% | 2% | 5% | 1% | -14% | -2% | 2% | 9%
CCOc1ccc(NC(=O)N2CCOc3ccccc32)cc1 | · | -14% | -5% | 0% | 3% | -17%[59 µM] | -9% | 9% | 7%
O=C1C2C3C=CC(CC3)C2C(=O)N1c1ccccc1F (stereo not given) | 4% | 1% | -4% | 42% | -3% | 15% | 5% | -13% | -9%
CCC(C)c1ccc(NC(=S)Nc2ccc(OC)cc2)cc1 (stereo not given) | 3% | ? | -6% | -20% | 1% | 12%[59 µM] | -28% | -17% | -1%
O=C(NCCCN1CCOCC1)c1cccc(S(=O)(=O)N2CCN(c3ccccc3)CC2)c1 | 10% | -19% | · | · | 4% | -40% | 4% | -9% | 13%
NS(=O)(=O)c1cccc(NC(=O)c2ccc(S(=O)(=O)N3CCCCCC3)cc2)c1 | 17% | -13% | · | · | -7% | · | · | -21% | 36%[activator]
Cc1nc(NC(=O)c2ccc(Br)o2)ccc1Br | 22% | -2% | -2% | 0% | 3% | 1% | -16% | 5% | 8%
Fc1ccc(-n2cc(-c3ccccc3)c3c(NCCc4ccccc4)ncnc32)cc1 | · | -19% | -3% | ? | -17%[60.1 µM] | 9%[59 µM] | ? | -8% | -7%
CCOC(=O)c1c(NC(=O)CSc2nnc(C)s2)sc2c1CCCCC2 | -7% | -15% | -8% | 13% | -20% | -14%[12.7 µM] | 8%[57.1 µM] | -6% | -5%
Cc1cc(NCCCN)nc(-c2ccccc2O)n1 | 0% | -20% | 14% | -13% | 5% | -18%[12.7 µM] | 0% | -19% | -7%
COc1ccc(OC)c(NC(=O)c2cccc3c2C(=O)N(C2CCCCC2)C3)c1 | -7% | ? | -12%&-8% | ? | -14%&-12% | ? | ? | -17% | 5%&-11%
COc1ccc(C(C)(C)NC(=O)C2CCC(=O)N(C3CC3)C2)cc1OC (stereo not given) | 43% | -7% | -2% | -11% | -6% | 19% | -14% | -16% | 25%
O=S(=O)(NCc1ccc2c(c1)OCO2)c1ccc(F)cc1 | 24% | -14% | -2% | 28% | -4% | 43%[activator] | 1% | 2% | 68%[activator]
COC(=O)c1cccc(N2C(=O)C3C4C=CC(CC4)C3C2=O)c1 (stereo not given) | 23% | -9% | -1% | -2% | -2% | ? | 1% | -7% | -12%
O=C(CCCn1c(=S)[nH]c2ccccc2c1=O)NC1CCCCC1 | -1% | 11% | -2% | -11% | -10% | 27%[12.7 µM] | 12% | -8% | 5%

In the list so far, these contain two or more sulfur atoms.
SMILES | APE1 inh | JMJD2A Tudor inh | BLM helicase inh | Pol beta inh | POLK inh | G9a inh | BAZ2B inh | POLH inh | POLI inh
Cc1ccc(-n2c(SCC(N)=O)nnc2-c2ccc(S(=O)(=O)N3CCCCC3)cc2)c(C)c1 | -2% | ? | -2% | 4% | -19% | 40µM* | -1% | -21% | -2%
O=C(Cc1ccsc1)N1CCN(S(=O)(=O)c2ccccc2F)CC1 | 26% | -2% | · | · | -6% | -13%[59 µM] | 10% | 2% | 19%
NS(=O)(=O)c1cccc(NC(=O)c2ccc(S(=O)(=O)N3CCCCCC3)cc2)c1 | 17% | -13% | · | · | -7% | · | · | -21% | 36%[activator]
CCOC(=O)c1c(NC(=O)CSc2nnc(C)s2)sc2c1CCCCC2 | -7% | -15% | -8% | 13% | -20% | -14%[12.7 µM] | 8%[57.1 µM] | -6% | -5%

(next part)
SMILES | APE1 inh | JMJD2A Tudor inh | BLM helicase inh | Pol beta inh | POLK inh | G9a inh | BAZ2B inh | POLH inh | POLI inh
Cc1cccc(CN2C(=O)c3ccccc3Sc3ccc(C(=O)NCCN4CCOCC4)cc32)c1 | -6% | -35% | -7% | 0% | -8% | ? | ? | -8% | 94%[activator]
CC(=O)Nc1ccc(NC(=O)C(C)OC(=O)CCSc2ccccc2Cl)cc1 (stereo not given) | -1% | -15% | · | · | -8% | · | · | -5% | 20%
NC1=NC(=O)CC(C(=O)NCCc2ccccc2)S1 (stereo not given) | 7% | -8% | -3% | 1% | -8% | -15% | 2% | -1% | 48%[activator]
Cc1ccc(OCCN2CCCC2)cc1 | -5% | 18µM* | 2% | -7% | -4% | 22µM* | -39% | -4% | -8%
COC(=O)CC1C(=O)NCCN1C(=O)NC1CCCCC1 (stereo not given) | -2% | -1% | -2% | 40% | -9% | 3% | -5% | -3% | 15%
Cc1cccc(-n2c(N)cc(=O)[nH]c2=S)c1C | 19% | 13%[11.4 µM] | -1% | -4% | -8% | -5%[59 µM] | 9% | -21% | -9%
CCSc1nnc(NC(=O)c2cc(=O)c3cc(C)c(C)cc3o2)s1 | · | -10% | -6% | -16% | -26% | -6%[59 µM] | -3% | -14% | -2%
COc1ccccc1NC(=S)N(CCCN1CCOCC1)Cc1cccs1 | 3% | -9% | 9% | 0% | 7% | 2%[59 µM] | 0% | -9% | 61%[activator]
COc1ccc(OC)c2sc(NC(=O)c3ccc(Cl)s3)nc12 | 5% | -4% | 1% | -21% | 8% | -29% | -7% | -2% | 39%[activator]
O=C(c1cc(C2CC2)on1)N1CCN(C(c2ccccc2)c2ccccc2)CC1 | -2% | -16% | -5% | -13% | -3% | ? | -6% | -6% | -10%
Cc1ccccc1CCNC(=O)CCn1nc(C)c2c(C)n(-c3ccccc3)nc2c1=O | -4% | -9% | 3% | 5% | -3% | -4% | 2% | -8% | 23%
COc1ccc(C(=O)Nc2ccc3nc(N4CCCCC4)cc(C)c3c2)cc1OC | -8% | -28% | 45%&43%[activator] | -26%&-20% | -9%&-23% | 1%[59 µM] | -27%&-7% | -12%&-16% | ?
N#Cc1ccsc1NC(=O)CN1CCN(c2ccccc2)CC1 | -5% | -17% | -2% | -13% | -2% | -2%[59 µM] | -9% | -17% | 6%
Cc1ccc(Cl)cc1Nc1sc(C(=O)c2ccccc2)c(N)c1S(=O)(=O)c1ccccc1 | · | -15% | -3% | -1% | 0% | 22%[59 µM] | -23% | -17% | 37%[activator]
Cc1cccc(N=Nc2cnc(N)s2)c1 | 4% | 45µM* | -4% | ? | -13% | 28µM* | ? | 4% | 31%[activator]
Cc1ccc(NC(=O)CCC(=O)N/N=C/c2cccs2)cc1 | -10% | -17% | -8% | -24% | -10% | 12%[59 µM] | -14% | -6% | ?
CCN(CC)CCCNC(=O)c1ccccc1NC(=O)C1=CSCCO1 | 54%[activator] | -13% | 2% | 20% | 1% | 26% | -9% | -1% | -6%
CCOc1ccc(NC(=O)[C@H](Cc2ccccc2)N2Cc3ccccc3C2=O)cc1 | · | -15% | 0% | 20% | -6% | -27%[59 µM] | -7% | -13% | -3%
Cc1[nH]c2ccccc2c1N=Nc1ccc(F)cc1 | -9% | 89µM* | -7% | 3% | -1% | 40µM* | 32µM* | -16% | 0%
O=C(NCc1noc2ccccc12)N1CCN(c2ccccc2)CC1 | · | -5% | 3% | 2% | -3% | 4%[59 µM] | -3% | 5% | -5%
O=C(Nc1nc(-c2ccccc2)cs1)c1ccc(S(=O)(=O)N2CCc3ccccc32)cc1 | 0% | -16% | -3% | -1% | 3% | ? | -37% | -11% | -21%
CCn1nccc1C(=O)Nc1cc(Cl)ccc1Cl | 17% | 10% | -1% | 0% | 5% | 10%[59 µM] | 13% | -10% | 5%
CC(NC(=O)c1cc2c(=O)n3ccccc3nc2n(CC2CCCO2)c1=N)c1ccccc1 (stereo not given) | 28% | 15% | 2% | -1% | 2% | 12% | -1% | -23% | 86%[activator]
COc1cc(C(=O)Nc2cccc(OCc3cc(=O)n4c(C)csc4n3)c2)cc(OC)c1OC | · | -15% | -4% | 22% | -12% | -5%[59 µM] | -3% | 0% | 24%
Cc1ccc(S(=O)(=O)CCC(=O)OCC(=O)Nc2cc(C)on2)cc1 | 5% | -6%[11.4 µM] | -6% | 2% | 2% | 15%[59 µM] | -8% | -16% | ?
Cc1ccccc1C(=O)N1CCC(C(=O)NN2C(=O)NC3(CCC(C)CC3)C2=O)CC1 (stereo not given) | 12% | 7% | · | · | 0% | -5%[12.7 µM] | -3% | -6% | ?
COc1ccc(NC(=O)Cn2c(SCc3ccc(F)cc3)nc3cccnc32)c(OC)c1 | · | -16% | -4% | 2% | -14% | ? | 1% | -13% | 22%
